High-throughput results: PubChem, Broad Institute
NSD2 block: blocks human NSD2 histone methyltransferase activity | O96028 | AID 624260 | hit rate 0.07% among 44,000 | inhibition, % at 12.5 µM | NSD2-SET H3K36me1 DELFIA fluorescence, biochemical; in the data active = inhibition above about 54%, passing the limit was not always enough; inconclusive = no clear call, values can overlap the other calls;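 note: inhibitors reduce the monomethyl H3K36 fluorescence signal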
Target sequence (O96028 whole entry, looked up): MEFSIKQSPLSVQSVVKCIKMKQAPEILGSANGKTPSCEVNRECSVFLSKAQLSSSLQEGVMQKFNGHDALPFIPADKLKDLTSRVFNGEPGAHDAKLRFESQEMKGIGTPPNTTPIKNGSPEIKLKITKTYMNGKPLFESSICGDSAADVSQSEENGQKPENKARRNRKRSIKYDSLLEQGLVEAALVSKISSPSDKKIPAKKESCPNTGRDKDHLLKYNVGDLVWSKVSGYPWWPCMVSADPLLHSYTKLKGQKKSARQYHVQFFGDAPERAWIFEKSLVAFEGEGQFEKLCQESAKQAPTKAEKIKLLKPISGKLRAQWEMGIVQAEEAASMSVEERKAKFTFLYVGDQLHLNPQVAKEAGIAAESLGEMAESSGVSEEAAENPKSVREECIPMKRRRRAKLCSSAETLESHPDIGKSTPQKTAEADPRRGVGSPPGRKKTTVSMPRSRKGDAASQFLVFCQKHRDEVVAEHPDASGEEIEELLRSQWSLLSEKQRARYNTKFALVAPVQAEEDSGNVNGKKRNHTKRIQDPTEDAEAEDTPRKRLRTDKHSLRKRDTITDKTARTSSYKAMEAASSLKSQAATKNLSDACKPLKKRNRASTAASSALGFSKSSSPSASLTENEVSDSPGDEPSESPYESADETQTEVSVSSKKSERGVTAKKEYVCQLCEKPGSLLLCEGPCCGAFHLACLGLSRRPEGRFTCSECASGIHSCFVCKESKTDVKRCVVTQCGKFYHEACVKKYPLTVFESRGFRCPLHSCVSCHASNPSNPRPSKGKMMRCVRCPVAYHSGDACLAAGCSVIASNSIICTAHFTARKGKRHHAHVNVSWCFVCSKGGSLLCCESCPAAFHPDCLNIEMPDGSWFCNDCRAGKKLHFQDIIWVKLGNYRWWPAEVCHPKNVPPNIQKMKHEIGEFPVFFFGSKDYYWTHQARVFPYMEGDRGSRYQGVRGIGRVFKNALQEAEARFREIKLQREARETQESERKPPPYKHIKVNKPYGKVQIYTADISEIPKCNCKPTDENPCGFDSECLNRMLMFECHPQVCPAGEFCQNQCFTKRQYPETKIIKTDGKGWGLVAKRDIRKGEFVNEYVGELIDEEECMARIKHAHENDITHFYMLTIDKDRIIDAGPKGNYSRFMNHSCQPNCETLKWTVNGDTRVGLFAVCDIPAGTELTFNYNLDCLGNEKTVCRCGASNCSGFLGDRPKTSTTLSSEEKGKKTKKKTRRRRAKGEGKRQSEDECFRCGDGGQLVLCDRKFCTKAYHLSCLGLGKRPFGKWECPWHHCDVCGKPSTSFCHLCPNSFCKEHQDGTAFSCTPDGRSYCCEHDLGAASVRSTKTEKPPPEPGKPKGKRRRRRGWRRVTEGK
* = called active by the depositor; u = inconclusive. This is a subset, so the mix of outcomes need not match the whole.

SMILES	NSD2 block
COc1ccc(NC(=O)Nc2cccc3c2O[C@H](CN(C)S(C)(=O)=O)[C@@H](C)CN([C@H](C)CO)C3=O)cc1	-26
Cc1noc(C)c1NC(=O)Nc1ccc2c(c1)CC(=O)N([C@@H](C)CO)C[C@H](C)[C@H](CN(C)S(=O)(=O)c1ccccc1)O2	-3
C[C@@H]1CN([C@@H](C)CO)C(=O)c2cc(NC(=O)Nc3cccc4ccccc34)ccc2O[C@@H](C)CCCCO[C@H]1CN(C)CC1CC1	16
C[C@@H]1CN([C@@H](C)CO)C(=O)Cc2cc(NS(=O)(=O)c3ccccc3)ccc2O[C@H]1CN(C)S(=O)(=O)c1ccccc1	-5
CNC[C@@H]1Oc2ccc(NS(=O)(=O)c3ccc(Cl)cc3)cc2CC(=O)N([C@@H](C)CO)C[C@H]1C	-2
C[C@H](CO)N1C[C@H](C)[C@H](CN(C)Cc2ccc3c(c2)OCO3)Oc2ccc(NC(=O)C3CCCCC3)cc2C1=O	5
Cc1ccccc1-c1cnc2c(c1)C(=O)N([C@@H](C)CO)C[C@@H](C)[C@@H](CN(C)C(=O)c1ccncc1)O2	-1
C[C@@H]1CN([C@H](C)CO)C(=O)c2cc(C#Cc3cccnc3)cnc2O[C@@H]1CN(C)Cc1ccc(F)cc1	-3
O=C(C[C@H]1C[C@H]2c3cc(NC(=O)CC4CC4)ccc3O[C@H]2[C@H](CO)O1)NCc1ccc(Cl)cc1	1
C[C@@H]1CN([C@@H](C)CO)S(=O)(=O)c2ccc(C#CCN(C)C)cc2O[C@H]1CN(C)Cc1ccncc1	1
COc1cc(OC)c(/C=N/NC(=O)CCCCCCC(=O)Nc2ccccc2O)c(OC)c1	-4
C/C=C/c1ccc2c(c1)O[C@H](CN(C)C(=O)C1CCOCC1)[C@@H](C)CN([C@H](C)CO)S2(=O)=O	3
COc1ccc(S(=O)(=O)Nc2ccc3c(c2)CC(=O)N([C@@H](C)CO)C[C@H](C)[C@@H](CN(C)C(=O)NC2CCCCC2)O3)cc1	7
CC(C)NC(=O)Nc1ccc2c(c1)CC(=O)N([C@H](C)CO)C[C@H](C)[C@@H](CN(C)S(=O)(=O)c1ccccc1)O2	0
Cc1ccccc1-c1cnc2c(c1)C(=O)N([C@H](C)CO)C[C@@H](C)[C@H](CN(C)Cc1ccccc1F)O2	3
C[C@H]1CCCCO[C@@H](CN(C)S(=O)(=O)c2ccccc2)[C@@H](C)CN([C@@H](C)CO)C(=O)c2cc(NS(=O)(=O)c3ccc(F)cc3)ccc2O1	-5
COc1ccc(NC(=O)Nc2cccc3c2O[C@H](CN(C)Cc2ccc(C(=O)Nc4ccccc4N)cc2)[C@H](C)CN([C@@H](C)CO)C3=O)cc1	0
CSc1cccc(N2C(=S)NC3c4ccccc4OC24CCCC34)c1 (stereo not given)	-2
C[C@@H]1CN([C@H](C)CO)C(=O)c2cc(-c3cncnc3)cnc2O[C@H]1CN(C)CC1CCOCC1	5
COc1ccc(S(=O)(=O)N(C)C[C@@H]2Oc3ncc(C#CC4(O)CCCC4)cc3C(=O)N([C@H](C)CO)C[C@@H]2C)cc1	-4
O=C(O)C[C@@H]1C[C@@H]2c3cc(NC(=O)C4CCC4)ccc3O[C@@H]2[C@@H](CO)O1	8
Cc1ccc(S(=O)(=O)Nc2ccc3c(c2)C(=O)N([C@@H](C)CO)C[C@H](C)[C@@H](CN(C)Cc2ccc4c(c2)OCO4)OCCCC[C@H](C)O3)cc1	-1
O=[N+]([O-])c1cccc2c(Br)[nH]nc12	1
COc1ccc(-c2ccc3c(c2)O[C@@H](CN(C)Cc2cccnc2)[C@@H](C)CN([C@@H](C)CO)S3(=O)=O)cc1	5

Quoted at random: 2 compounds from above.
SMILES	NSD2 block
CC(C)NC(=O)Nc1ccc2c(c1)CC(=O)N([C@H](C)CO)C[C@H](C)[C@@H](CN(C)S(=O)(=O)c1ccccc1)O2	0
O=C(O)C[C@@H]1C[C@@H]2c3cc(NC(=O)C4CCC4)ccc3O[C@@H]2[C@@H](CO)O1	8

(listing goes on)
SMILES	NSD2 block
C[C@H]1CN([C@@H](C)CO)C(=O)c2cc(NS(=O)(=O)c3ccc(F)cc3)ccc2O[C@H]1CN(C)Cc1ccc(-c2ccccc2)cc1	-4
C[C@@H]1CN([C@H](C)CO)C(=O)c2ccccc2-c2ccccc2CO[C@@H]1CN(C)S(=O)(=O)c1cccc(C#N)c1	3
CC(C)NC(=O)Nc1ccc2c(c1)C(=O)N([C@H](C)CO)C[C@@H](C)[C@@H](CN(C)S(=O)(=O)c1cccs1)O2	-1
C[C@@H](NC(=O)C[C@@H]1C[C@H]2c3cc(NC(=O)c4ccc5c(c4)OCO5)ccc3O[C@H]2[C@H](CO)O1)c1ccccc1	-3
CCC(=O)N(C)C[C@@H]1Oc2cc(C#CCC3CCCC3)ccc2S(=O)(=O)N([C@H](C)CO)C[C@@H]1C	-7
C[C@@H]1CN([C@H](C)CO)C(=O)c2cccc(NC(=O)c3ccc(-c4nccs4)cc3)c2O[C@@H]1CN(C)C(=O)NC1CCCCC1	-4
C[C@H]1CN([C@@H](C)CO)C(=O)c2cc(NC(=O)Nc3ccccc3)ccc2O[C@@H]1CN(C)Cc1ccc(Cl)c(Cl)c1	-5
Cc1ccc(S[C@]2(C(=O)NCCCN(C)C)CC(=O)N(C3CCCCC3)[C@@H]2c2ccc(CO)cc2I)cc1	5
C[C@@H]1CN([C@H](C)CO)C(=O)Cc2cc(NC(=O)Cn3cnnn3)ccc2O[C@H]1CN(C)CC1CCCCC1	3
C[C@@H]1CN([C@H](C)CO)C(=O)c2cc(-c3cccc(C#N)c3)cnc2O[C@@H]1CN(C)C(=O)c1cnccn1	4
C[C@H]1CN([C@@H](C)CO)C(=O)c2cc(/C=C/c3ccccc3)cnc2O[C@@H]1CN(C)C(=O)CN(C)C	0
C[C@H]1CN([C@@H](C)CO)S(=O)(=O)c2ccc(C#CC(C)(C)O)cc2O[C@H]1CN(C)CC1CC1	4
C[C@H](CO)N1C[C@H](C)[C@@H](CN(C)C(=O)Nc2ccc3c(c2)OCO3)Oc2cc(C#Cc3ccccc3)ccc2S1(=O)=O	-2
C[C@@H]1CCCCO[C@H](CN(C)CC2CCCCC2)[C@H](C)CN([C@H](C)CO)C(=O)c2cc(NC(=O)CCC(F)(F)F)ccc2O1	u
COc1ccc(NC(=O)Nc2ccc3c(c2)C(=O)N([C@H](C)CO)C[C@@H](C)[C@H](CN(C)S(=O)(=O)c2ccc(OC)cc2)OCCCC[C@H](C)O3)cc1	1
C[C@H](CO)N1C[C@H](C)[C@H](CN(C)C(=O)Cc2ccccc2)Oc2cc(C#Cc3ccccc3F)ccc2S1(=O)=O	0
C[C@H]1CN([C@@H](C)CO)S(=O)(=O)c2ccc(-c3cccnc3)cc2O[C@@H]1CN(C)C(=O)c1cccc(F)c1	5
C[C@@H]1CN([C@@H](C)CO)C(=O)c2cc(C#CC3CC3)cnc2O[C@@H]1CN(C)C(=O)c1ccc(F)cc1	-12
C[C@H](CO)N1C[C@H](C)[C@@H](CN(C)Cc2ccccc2)Oc2ccc(NC(=O)CCC(F)(F)F)cc2C1=O	-2
C[C@@H]1CN([C@H](C)CO)C(=O)Cc2cc(NC(=O)Nc3ccccc3)ccc2O[C@H]1CN(C)CC1CC1	3
C[C@H](O)C#Cc1ccc2c(c1)O[C@@H](CN(C)C(=O)CC1CC1)[C@H](C)CN([C@@H](C)CO)S2(=O)=O	-29
C[C@@H]1CN([C@@H](C)CO)S(=O)(=O)c2ccc(-c3cncnc3)cc2O[C@H]1CN(C)CC1CC1	3
C[C@H](CO)N1C[C@H](C)[C@H](CN(C)Cc2ccc(C(=O)Nc3ccccc3N)cc2)Oc2c(NC(=O)C3CCOCC3)cccc2C1=O	8
C[C@@H]1CN([C@H](C)CO)C(=O)c2cc(NS(=O)(=O)c3ccccc3)ccc2O[C@@H]1CN(C)C(=O)Nc1ccc(C(F)(F)F)cc1	0
COc1ccc(Br)c(/C=N/NC(=O)c2ccc(C(=O)NO)cc2)c1	-4
C[C@@H]1CN([C@@H](C)CO)C(=O)c2cc(NC(=O)CCCCCC(=O)Nc3ccccc3N)ccc2O[C@@H]1CN(C)Cc1ccc2c(c1)OCO2	1
C[C@H](CO)N1C[C@H](C)[C@H](CN(C)CC2CCCCC2)Oc2ccc(NC(=O)Nc3cccc4ccccc34)cc2C1=O	5
Cc1ccc(S(=O)(=O)N(C)C[C@@H]2Oc3ccc(NC(=O)Nc4ccc5c(c4)OCO5)cc3CC(=O)N([C@@H](C)CO)C[C@@H]2C)cc1	-8
C[C@@H]1CN([C@@H](C)CO)C(=O)c2cc(-c3ccc(C(=O)N(C)C)cc3)cnc2O[C@@H]1CN(C)C(=O)c1cccnc1	7
CC(C)CC#Cc1ccc2c(c1)O[C@H](CN(C)C)[C@H](C)CN([C@H](C)CO)S2(=O)=O	-1
Cc1noc(C)c1NC(=O)N(C)C[C@H]1Oc2ccc(NS(C)(=O)=O)cc2CC(=O)N([C@@H](C)CO)C[C@@H]1C	0
C[C@@H]1CN([C@H](C)CO)C(=O)Cc2cc(NC(=O)CCCCCC(=O)Nc3ccccc3N)ccc2O[C@@H]1CN(C)CC1CCCCC1	-3
Cc1ccc(-c2ccc3c(c2)O[C@H](CN(C)Cc2ccc(F)cc2)[C@@H](C)CN([C@H](C)CO)S3(=O)=O)cc1	-3
O=C(C[C@@H]1C[C@@H]2c3cc(NC(=O)CC4CC4)ccc3O[C@@H]2[C@@H](CO)O1)NCc1cccc(F)c1	-3
C[C@@H]1CCCCO[C@@H](CN(C)C(=O)NC2CCCCC2)[C@H](C)CN([C@@H](C)CO)C(=O)c2cc(NS(=O)(=O)c3ccccc3)ccc2O1	-4
Cc1ccc(S(=O)(=O)Nc2ccc3c(c2)C(=O)N([C@@H](C)CO)C[C@@H](C)[C@@H](CN(C)Cc2ccc(C(=O)O)cc2)OCCCC[C@@H](C)O3)cc1	1

Some of these compounds in order of their number in NSD2 block, largest number first.
| Compound | NSD2 block |
| --- | --- |
| COc1ccc(-c2ccc3c(c2)O[C@@H](CN(C)Cc2cccnc2)[C@@H](C)CN([C@@H](C)CO)S3(=O)=O)cc1 | 5 |
| CC(C)NC(=O)Nc1ccc2c(c1)C(=O)N([C@H](C)CO)C[C@@H](C)[C@@H](CN(C)S(=O)(=O)c1cccs1)O2 | -1 |
| Cc1ccc(S(=O)(=O)N(C)C[C@@H]2Oc3ccc(NC(=O)Nc4ccc5c(c4)OCO5)cc3CC(=O)N([C@@H](C)CO)C[C@@H]2C)cc1 | -8 |

The listing continues.
SMILES	NSD2 block
C[C@H]1CCCCO[C@@H](CN(C)C(=O)Nc2ccc(F)cc2)[C@@H](C)CN([C@@H](C)CO)C(=O)c2cc(NS(=O)(=O)c3ccc(F)cc3)ccc2O1	2
CC(C)NC(=O)Nc1ccc2c(c1)C(=O)N([C@H](C)CO)C[C@H](C)[C@@H](CN(C)C(=O)Cc1ccccc1)OCCCC[C@@H](C)O2	9
COc1ccc(S(=O)(=O)Nc2ccc3c(c2)C(=O)N([C@@H](C)CO)C[C@@H](C)[C@@H](CN(C)S(=O)(=O)c2ccc(OC)cc2)O3)cc1	1
CCCN(C)C[C@H]1Oc2cc(C#Cc3ccccc3)ccc2S(=O)(=O)N([C@H](C)CO)C[C@@H]1C	-1
O=C(CCCCCC(=O)Nc1ccccc1O)N/N=C/c1ccc(Br)cc1	6
Cc1noc(C)c1S(=O)(=O)N(C)C[C@@H]1OCCCC[C@H](C)Oc2ccc(N(C)C)cc2C(=O)N([C@H](C)CO)C[C@@H]1C	-1
C[C@H]1CN([C@@H](C)CO)S(=O)(=O)c2ccc(C#Cc3ccccc3)cc2O[C@H]1CN(C)C(=O)Nc1ccc2c(c1)OCO2	-4
CC(C)NC(=O)Nc1ccc2c(c1)C(=O)N([C@H](C)CO)C[C@@H](C)[C@H](CN(C)C(=O)CCCN(C)C)OCCCC[C@@H](C)O2	-29
Cc1noc(C)c1NC(=O)Nc1ccc2c(c1)C(=O)N([C@H](C)CO)C[C@@H](C)[C@H](CN(C)C(=O)Nc1cccc3ccccc13)OCCCC[C@H](C)O2	0
O=C(CCCCCCC(=O)Nc1ccccc1O)N/N=C/c1ccc(N2CCCC2)cc1	10
O=C(C[C@@H]1C[C@H]2c3cc(NC(=O)c4ccc5c(c4)OCO5)ccc3O[C@H]2[C@H](CO)O1)NCc1cccnc1	5
C[C@H]1CN([C@@H](C)CO)S(=O)(=O)c2ccc(-c3cncnc3)cc2O[C@H]1CN(C)Cc1ccccn1	2

Exported with bars between the fields: part of the list above
Compound | NSD2 block
O=C(CCCCCC(=O)Nc1ccccc1O)N/N=C/c1ccc(Br)cc1 | 6
Cc1noc(C)c1S(=O)(=O)N(C)C[C@@H]1OCCCC[C@H](C)Oc2ccc(N(C)C)cc2C(=O)N([C@H](C)CO)C[C@@H]1C | -1
C[C@H]1CN([C@@H](C)CO)S(=O)(=O)c2ccc(C#Cc3ccccc3)cc2O[C@H]1CN(C)C(=O)Nc1ccc2c(c1)OCO2 | -4
CC(C)NC(=O)Nc1ccc2c(c1)C(=O)N([C@H](C)CO)C[C@@H](C)[C@H](CN(C)C(=O)CCCN(C)C)OCCCC[C@@H](C)O2 | -29

(cont.)
SMILES	NSD2 block
C[C@@H]1CCCCO[C@@H](CN(C)Cc2ccccc2)[C@@H](C)CN([C@@H](C)CO)C(=O)c2cc(NC(=O)Nc3ccc4c(c3)OCO4)ccc2O1	3
C[C@@H]1CCCCO[C@@H](CN(C)C(=O)C2CCCCC2)[C@@H](C)CN([C@H](C)CO)C(=O)c2cc(NC(=O)CCCCCC(=O)Nc3ccccc3N)ccc2O1	2
COc1ccc(NC(=O)Nc2cccc3c2O[C@@H](CN(C)S(=O)(=O)c2ccc(F)cc2)[C@H](C)CN([C@H](C)CO)C3=O)cc1	3
C[C@H]1CN([C@@H](C)CO)C(=O)c2cccc(NC(=O)c3cnccn3)c2O[C@H]1CN(C)C(=O)NC1CCCCC1	42
C[C@@H]1CN([C@@H](C)CO)S(=O)(=O)c2ccc(C#CC3CC3)cc2O[C@H]1CN(C)Cc1cncnc1	8
C[C@H]1CN([C@@H](C)CO)C(=O)Cc2cc(NC(=O)Nc3ccc4c(c3)OCO4)ccc2O[C@H]1CN(C)S(=O)(=O)c1cccs1	-2
COc1ccc(-c2ccc3c(c2)O[C@H](CN(C)C(=O)c2ccccc2F)[C@H](C)CN([C@H](C)CO)S3(=O)=O)cc1	20
C[C@H](CO)N1C[C@H](C)[C@H](CN(C)C(=O)NC2CCCCC2)Oc2c(NC(=O)c3nc4ccccc4s3)cccc2C1=O	-8
